mHTT CaM bind = inhibitors of human mutant huntingtin-calmodulin interaction | actives 3.6% (n = 190,000) | AlphaScreen His-mHTT/GST-CaM binding, luminescence | inhibition, % at 15 µM;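 also: 0% = both proteins with DMSO and 100% = one protein alone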
Pf apPOL block = Pf-apPOL DNA polymerase inhibition. Recombinant Pf-apPOL, molecular beacon fluorescence, 1.5 h. actives 0.25% (n = 210,000). AID 1794808. inhibition, % at 10 µM
* hit, by the source's call; i = inactive; x = not tested or not shown; & = joins results of further samples. Rule as the data show it: active = inhibition above about 50%; inactive = the rest. Some of the compounds tested; rates above refer to the full screens.

smiles | mHTT CaM bind | Pf apPOL block
O=C(NC1CC1)c1ccc(OCC2CCN(C(=O)Cc3cccs3)CC2)cc1 | 8 | -3
COc1ccc(NC(=O)CN(C2CCCCC2)S(=O)(=O)c2ccc(C)cc2)cc1OC | 29 | 5
O=C(C1=C(O)C(=O)N(CCN2CCOCC2)C1c1ccncc1)c1cccs1 (centres undefined) | 0 | -7
COc1ccccc1NC(=O)N1CCCC1c1cc(C)no1 (centres undefined) | -3 | -6
N#C/C(=C\c1cccc(F)c1)c1nc2ccccc2[nH]1 | 100* | -4
COc1nc(-c2ccccc2O)nc2ccccc12 | -54 | -2
CC(=O)N1CCc2c(sc(NC(=O)c3cc(C)no3)c2C(N)=O)C1 | 0 | -1
CCC(Sc1nc2ccccc2c2nc3ccccc3n12)C(=O)N1CCOCC1 (centres undefined) | 3 | -5
CN(C)c1ccc(CNC(=O)c2ccc3ncnc(N4CCCC4)c3c2)cc1 | 47 | 2
Fc1ccc2c(c1)[C@@H]1C=CC[C@@H]1[C@H](c1ccccc1Cl)N2 | -4 | x
COC(=O)C(C)Oc1ccc2c(c1C)OC(=Cc1ccco1)C2=O (centres undefined) | 38 | -7
COc1ccc(S(=O)(=O)N2CCC(c3noc(-c4ccc(C)cc4)n3)CC2)cc1 | -7 | -4
O=C(NCc1ccncc1)c1cccc(I)c1 | 6 | 2
CCOC(=O)C1CCc2sc(NC(=O)Cn3nnc4ccccc4c3=O)nc21 (centres undefined) | 14 | -2
O=C1C2C(C(=O)N1c1cc(Cl)ccn1)C1C=CC2C12CC2 (centres undefined) | -3 | -3
COc1ccc(C2C(C(=O)Nc3ccccn3)c3ccccc3C(=O)N2C2CCCCC2)cc1 (centres undefined) | 10 | -1
Cn1c(NC(=O)c2ccc(F)cc2)nc2ccccc21 | 34 | -7
COc1cc(C=C2Oc3c(CN4CCCC4)c(O)cc(C)c3C2=O)cc(OC)c1OC | 10 | -23
COC(=O)c1ccc(CSc2nnc(NC(=O)CN(C)S(C)(=O)=O)s2)o1 | -16 | 4
CC(=O)Nc1ccc(N2C(=O)CSC2c2ccc(Br)cc2)cc1 (centres undefined) | 14 | -2
Cc1cc2n(n1)CCC(=O)N2CCCC(=O)NCc1cccs1 | -6 | -4
COc1ccc(NC(=O)Nc2ccc(OCC(=O)N3CCOCC3)cc2)cc1OC | 1 | 0
CC(C)N1C(=O)c2cccnc2Sc2cc(C(=O)N3CCCCC3)ccc21 | -1 | -3
COc1ccccc1CN1C(=O)CCC1(C)C(=O)NCc1ccccc1 (centres undefined) | 9 | -2
Cc1csc(C(=O)NCC2CCN(S(=O)(=O)C3CC3)CC2)c1 | -4 | -2

smiles | mHTT CaM bind | Pf apPOL block
O=c1[nH]c2ccc(S(=O)(=O)Nc3ccc(F)c(F)c3)cc2[nH]c1=O | -7 | 2
Oc1ccccc1CN1CCN(Cc2ccccc2O)C1c1ccccc1O | 27 | 5
C#CCOCC(O)CN1CCN(C(c2ccccc2)c2ccccc2)CC1 (centres undefined) | -5 | -11
COc1cc(C)c(-c2n[nH]c(C)c2Oc2ccccc2)c(O)c1 | 7 | 4
O=C(Nc1ccc(F)cc1)c1ccc(I)cc1 | -2 | -1
CC1=C(C(=O)Nc2cc(C)ccn2)C(c2cccs2)C2=C(CCCC2=O)N1 (centres undefined) | 0 | -4
COc1ccc(-c2cnc(SCC(=O)NCc3ccccc3Cl)[nH]2)cc1 | 14 | -15
O=C(Nc1ccc([N+](=O)[O-])cc1)C1CC(=O)N(c2ccc(F)cc2)C1 (centres undefined) | -4 | 2
CCOC(=O)c1cc(Sc2ccccc2NC(=O)c2ccccc2)cc(C(=O)OCC)n1 | x | -6
CCC(CC)C(=O)N1CCC(n2c(C)nc3cccnc32)C1 (centres undefined) | 0 | 0
Cn1ncc([N+](=O)[O-])c1C(=O)Nc1ccc2c(c1)CCN2S(C)(=O)=O | -1 | -5
CC1=NN(c2ccc(Br)cc2)C(=O)/C1=C/c1ccc(-c2ccc3c(c2)C(=O)OC3)o1 | 3 | 0
COc1ccc2nc(N3CCCC(C(=O)NCc4ccccc4)C3)[nH]c2c1 (centres undefined) | 8 | -4
C#CCN1C(=O)C2(NC(CCSC)C3C(=O)N(c4ccccc4)C(=O)C32)c2ccccc21 (centres undefined) | 15 | x
O=C(NC1CC1c1ccccc1)c1cccs1 (centres undefined) | 1 | -7
Cc1cccc(NC(=O)CN2C(=O)N/C(=C\c3ccc(F)cc3)C2=O)c1 | -2 | -4
CCOC(=O)c1sc(NC(=O)c2cc(C)nn2CC)cc1C | -2 | -4
C#CCOCC1CCN(C(=O)CCS(=O)(=O)c2ccccc2)CC1 | 8 | 1
O=C(NC1CCCC1)c1cnn2c3c(cnc12)CCCCCC3 | -7 | 1
Cc1nc(Cn2cccc2C(=O)Nc2ccccc2C)no1 | -6 | -3
CCCNC(=O)c1cc(N2CCCC(C)C2)nc2ccccc12 (centres undefined) | -29 | -1
O=C1SC(Nc2cccc([N+](=O)[O-])c2)C(=O)N1c1ccc(F)cc1 (centres undefined) | -7 | -8
O=C(Nc1nnc(-c2ccc(Cl)cc2Cl)s1)c1cccs1 | -5 | 0
CCS(=O)(=O)CCSc1nc2c(cc1C#N)CCCC2 | -7 | 26
CCn1nc(-c2ccccn2)nc2c(=O)n(C)c(=O)nc1-2 | 84* | 6

3 entries from above, set out differently:
Compound: O=C(Nc1nnc(-c2ccc(Cl)cc2Cl)s1)c1cccs1
  mHTT CaM bind: -5
  Pf apPOL block: 0

Compound: CCS(=O)(=O)CCSc1nc2c(cc1C#N)CCCC2
  mHTT CaM bind: -7
  Pf apPOL block: 26

Compound: CCn1nc(-c2ccccn2)nc2c(=O)n(C)c(=O)nc1-2
  mHTT CaM bind: 84*
  Pf apPOL block: 6

Continued:
smiles | mHTT CaM bind | Pf apPOL block
Cc1ccc(NC(=O)N2CCN(c3cccc(C)c3)C(=O)C2C)cc1 (centres undefined) | -5 | 0
O=[N+]([O-])c1cccc(-c2nc(-c3ccncc3)no2)c1 | 10 | -5
N#CC1=C(SCC(=O)Nc2ccc(Br)cc2)NC(=O)CC1c1ccccc1Cl (centres undefined) | -2 | 1
Cc1cccc(C)c1NC(=O)CN1N=NC2C(=O)N(c3ccc(F)cc3)C(=O)C21 (centres undefined) | 8 | 3
O=C(NCCCn1ncccc1=O)c1cc(-c2ccc(F)cc2)c[nH]1 | 5 | -16
COc1ccc(C(=O)NC2CCCCC2)cc1I | -4 | -8
OC(CNCc1ccccc1)c1ccccc1 (centres undefined) | x | -8&12
COc1cc(NC(=O)NCC(c2cccn2C)N2CCOCC2)cc(OC)c1 (centres undefined) | -1 | -11
COc1ccccc1CNC(=O)C1CCN(c2nc3cccnc3s2)CC1 | -7 | -1
COC(=O)C1=CN(CC2CCCO2)C=C(C(=O)OC)C1c1cccs1 (centres undefined) | -18 | x
C=CCc1ccccc1OC1OC(CO)C(O)C(O)C1NC(C)=O (centres undefined) | -2 | -11
CCOc1ccccc1NC(=O)CN1CCC2(CC1)N=C(c1cccc(F)c1)C(=O)N2 | 7 | -3
COc1cccc(C(=O)N2CCC(c3ccn4ncc(C(=O)N5CCCC5)c4c3)CC2)c1 | 6 | 0
COc1ccc2c(c1)CC/C(=C\c1cccn1C)C2=O | 39 | -7
CC(=O)Nc1ccc(C(=O)NCc2cc(F)cc(F)c2)c(N2CCCCC2)c1 | 15 | 2
COc1ccc(-n2nc3c(c2NC(=O)c2ccc(Br)o2)CSC3)cc1 | 34 | 7
CCc1onc(C)c1C1CCCN1Cc1cc(C)ccc1C (centres undefined) | -61 | -2
O=C(NCCN1CCCC1)c1cc2n(n1)CCCN(Cc1ccccc1)C2=O | 11 | -6
CC(=O)N1CCc2sc(S(=O)(=O)Nc3ccc(C)cc3)cc2C1 | -5 | -5
Cn1c(=O)c2c(nc(NCCOCCO)n2C)n(C)c1=O | -2 | 1
Cc1cc(NC2(C(F)(F)F)N=C3SCCN3C2=O)no1 (centres undefined) | -3 | x
CCOC(=O)N1CCc2[nH]c3ccc(OC)cc3c2C1 | 9 | -1
CC(C)(C1CCC(O)(C#N)CC1)C1CCC(O)(C#N)CC1 (centres undefined) | -13 | -1
COc1ccc(NC(=O)NC2(C(F)(F)F)Oc3ccccc3O2)cc1 | 2 | 4
CC(=O)c1cccc(NC(=O)c2noc3c2CCC3)c1 | -3 | -4

Pulled by structure from above, 2 records:
smiles | mHTT CaM bind | Pf apPOL block
Cn1c(=O)c2c(nc(NCCOCCO)n2C)n(C)c1=O | -2 | 1
COc1ccc(NC(=O)NC2(C(F)(F)F)Oc3ccccc3O2)cc1 | 2 | 4

Following part:
smiles | mHTT CaM bind | Pf apPOL block
Cn1c(=O)c2c(nc(Sc3ncnn3CC(=O)NC(C)(C)C)n2C)n(C)c1=O | -7&-3 | 3
COc1ccc(C2=N/C(=C\C(Cl)=C\c3ccccc3)C(=O)O2)cc1OC | 23 | 0
O=C(c1ccc(Br)o1)N1CCN(Cc2ccc3c(c2)OCO3)CC1 | 4 | 0
CSc1ncc(S(=O)(=O)Cc2cccs2)c(N)n1 | x | -9&3
CCC(C)NC(=O)c1c(C)sc2ccn(CC)c(=O)c12 (centres undefined) | -10 | -4
CSCc1nnc(NC(=O)c2ccc(S(=O)(=O)N3CCCCCC3)cc2)o1 | 22 | -16
O=C1Nc2ccc(Br)cc2C(O)(C(=O)NCc2ccc(F)cc2)N1c1ccccc1 (centres undefined) | 6 | -4
Cc1cc(C)c2c(c1C)OC/C2=N/O | i | x
O=C1NC(=O)N(c2ccccc2F)C(=O)/C1=C/c1cn(CC(=O)N2CCCC2)c2ccccc12 | 75* | -1
Cc1cccc(OCC(=O)N2CCC(c3cnn(-c4ccc(F)cc4)c3)CC2)c1 | 4 | 0
O=C(CC1CCCCC1)N1CCCSCC1CN1CCOCC1 (centres undefined) | -2 | -7
CCOc1ccccc1NS(=O)(=O)c1ccc2[nH]c3c(c2c1)CCCCC3 | 26 | -1
Cc1cc(O)c(C(=O)Cc2csc(C)n2)c(O)c1 | -4 | 1
CCOc1ccccc1C(=O)Nc1ccccc1OC | -27 | 0
CCNC(=O)c1cc2c(Cl)ccc3c2n1CCO3 | -2 | -6
Cn1nc(CNC(=O)c2ccc(Cl)cc2)c2ccccc21 | 1 | -2
COc1ccc(CC(=O)NCCNc2cc(-n3nc(C)cc3C)ncn2)cc1 | -4 | -9
O=C(c1cccc([N+](=O)[O-])c1)c1ccc2c(c1)C(=O)N(c1nccs1)C2=O | -4 | -3
COc1ccc(OC)c(C2C3=C(CC(C)(C)CC3=O)Nc3nnnn32)c1 (centres undefined) | 1 | -1
CCOc1ccc(C=Nc2cccc3ncccc23)cc1 | 27 | -4
NC(=O)c1ccccc1NC(=O)Nc1ccccc1 | -1 | 2
COc1ccc2nc(N3CCC(C(=O)N4CCN(c5ccccn5)CC4)CC3)sc2c1 | 7 | -6
O=C1[C@H]2[C@H](C=CC[C@H]2C(=O)N2CCN(c3ccccc3)CC2)CCN1Cc1ccccc1 | 1 | -7
COc1ccc(S(=O)(=O)NCC(c2cccnc2)N2CCN(C)CC2)cc1C (centres undefined) | -6 | -5
COc1ccc(C(=O)N2CCN(c3nc(C(C)C)c4c(c3C#N)CC(C)(C)OC4)CC2)cc1 | -1 | -3

Overlap with the part before: five entries, followed by the next part.
smiles | mHTT CaM bind | Pf apPOL block
NC(=O)c1ccccc1NC(=O)Nc1ccccc1 | -1 | 2
COc1ccc2nc(N3CCC(C(=O)N4CCN(c5ccccn5)CC4)CC3)sc2c1 | 7 | -6
O=C1[C@H]2[C@H](C=CC[C@H]2C(=O)N2CCN(c3ccccc3)CC2)CCN1Cc1ccccc1 | 1 | -7
COc1ccc(S(=O)(=O)NCC(c2cccnc2)N2CCN(C)CC2)cc1C (centres undefined) | -6 | -5
COc1ccc(C(=O)N2CCN(c3nc(C(C)C)c4c(c3C#N)CC(C)(C)OC4)CC2)cc1 | -1 | -3
CCOc1ccc(NC(=O)CC(NCC(C)O)C(=O)O)c([N+](=O)[O-])c1 (centres undefined) | 0 | -3
Cc1[nH]nc2c1C(c1ccc(OCc3ccc(Cl)cc3)cc1)CC(=O)N2 (centres undefined) | 1 | -2
Cn1cnc2c(-c3ccc(Br)cc3)csc2c1=O | -12 | -15
Cc1ccc(Cc2c(C)nc3nc(SCC(=O)NCCCN4CCCCC4)nn3c2C)cc1 | 0 | -1
NC(=O)c1ccc2[nH]c3c(c2c1)CCCC3 | 12 | -21
COc1cccc(-n2nnc(C(=O)O)c2C(C)C)c1 | 1 | 3
O=C(NCC1CCCO1)c1ccc(CSc2ccccc2)cc1 (centres undefined) | -6 | -13
CCn1c(C2CCN(S(=O)(=O)c3cc(Cl)ccc3OC)C2)nc2cccnc21 (centres undefined) | 6 | -4
COc1cccc(C2Nc3c(C(=O)O)cccc3C3C4CCC(C4)C23)c1OC (centres undefined) | -2 | -1
N#Cc1cccc(-c2cn3c(n2)N(C(=O)c2cnccn2)CCC3)c1 | 13 | -7
CCn1c(C2CCN(C(=O)c3ccc(C)c(F)c3)C2)nc2cccnc21 (centres undefined) | 0 | -5
Cc1ccc(C)c(CNC(=O)c2cn3c(n2)CCCC3)c1 | 11 | -4
O=C(Cn1nnc(N2CCOCC2)n1)NN=Cc1ccc(-c2cccc([N+](=O)[O-])c2)o1 | x | 5
Cc1ccnc(N2CCC(C(=O)NCc3ccco3)CC2)n1 | 2 | 0
COc1ccc(NC(=O)COc2ccccc2Cl)c([N+](=O)[O-])c1 | 7 | 2
N#Cc1cc2c(N)c(C(=O)Nc3nc4ccccc4s3)sc2nc1N | 42 | 4
O=C(Nc1nnc(-c2ccc(Cl)cc2Cl)o1)c1cnccn1 | -18 | -5
CC(C)CC1NC2(CCN(C(=O)C3CCC3)CC2)N(Cc2ccccc2)C1=O (centres undefined) | 6 | -3
O=C(O)C1C2CC3CC(C2)CC1C3 (centres undefined) | -2 | -6
COc1ccc(NC(C)=O)c2nc(C)c(C)nc12 | 2 | -2
O=C(NCc1ccco1)Nc1ccccc1Cl | 2 | 6
O=C(O)CCCC(=O)N1N=C(c2ccc(Br)cc2)CC1c1cccc([N+](=O)[O-])c1 (centres undefined) | 16 | -84
